# RSV CPE inhibition – inhibition of RSV-induced cytopathic effect – HEp-2 cells, primary 10 µM value included (AID 2391); HEp-2 cells, RSV-induced CPE inhibition; higher % means a stronger effect; CPE inhibition, % at 10 µM; hits with a dose series show IC50 in µM; 310,000 tested, 0.13% active; in the data active means a potency from the dose series; further: strong numbers were not always called active
# Salmonella PhoP GFP – PhoP-dependent GFP reporter repression – Salmonella Typhimurium, primary screen (AID 1863); S. Typhimurium PhoP-regulated promoter GFP reporter, 4 h; higher % means a stronger effect; inhibition, % at 50 µM; hits with a dose series show IC50 in µM; 300,000 tested, 0.16% active;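 active means inhibition over 29.93%, a cutoff 3 SD above the screen mean, later confirmed by dose response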;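 further: 0% = low Mg2+ inducing control and 100% = high Mg2+ repressing control; strong numbers were not always called active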
# CSM14.1 death rescue – protection against thapsigargin-triggered cell killing – 384-well, CSM14.1, ATP luminescence, primary screen (AID 1222); cellular ATP content (survival), % at 20 µM, or EC50 in µM where a hit was titrated; CSM14.1 thapsigargin-induced death rescue, ATP luminescence; higher % means a stronger effect; 190,000 tested, under 10 active;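 active means EC50 below 50 µM in the dose-response confirmation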;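 further: death triggered by thapsigargin at about 15 µM added after 2 h compound pretreatment; cell ATP read after overnight thapsigargin exposure of roughly 18 to 22 hours; normalized against plate controls of thapsigargin alone and 5% DMSO vehicle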
# TNAP activators – stimulation of alkaline phosphatase TNAP activity – biochemical, luminescent, no phosphate acceptor, uHTS, primary screen (AID 1001). purified TNAP, luminescent activation assay, no phosphate acceptor; higher activation fold means a stronger effect. activation fold at 20 µM, or EC50 in µM where a hit was titrated. 200,000 tested, 0.03% active; in the data active means activation fold from about 3, or a potency from the dose series; inactive means the rest, 99 in 100 with activation fold below about 1.6; further: many of its hits are not listed in these tables
# human PMI inhibition – inhibitors of human PMI, primary screen, biochemical, fluorescence intensity, coupled assay (AID 1209); purified PMI enzyme, coupled fluorescence intensity; higher % means a stronger effect; inhibition, % at 20 µM, or IC50 in µM where a hit was titrated; 190,000 tested, 0.42% active;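 further: plate controls were DMSO vehicle for no effect and wells lacking substrate for full effect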
# West Nile antiviral – West Nile virus antiviral activity, cell-based, CPE readout (AID 1621); West Nile virus-infected cells, CPE inhibition; higher % means a stronger effect; one-dose CPE inhibition, % at 10 µM; IC50 in µM for titrated hits; 290,000 tested, 0.02% active; in the data active means a potency from the dose series; further: strong numbers were not always called active
# Insulin prom up – MIN6 insulin promoter up-regulation; MIN6 insulin promoter-GFP reporter, high-content imaging; active compounds read high; z-score at 5 µM; 190,000 tested, 0.3% active;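 active means z-score above 3 at 5 µM with at least 500 cells counted in the well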
# SV40 large T antigen – TAg ATPase/helicase activity blockers – biochemical (AID 1903) | SV40 large T antigen ATPase/helicase inhibition assay; higher % means a stronger effect | inhibition, % at 20 µM, or IC50 in µM where a hit was titrated | 310,000 tested, 0.39% active; in the data active means a potency from the dose series; further: strong numbers were not always called active
# PMI inhibition – MPI inhibition at elevated mannose 6-phosphate – biochemical, fluorescence intensity, high mannose 6-phosphate, primary screen (AID 1220) | 190,000 tested, 0.66% active | recombinant PMI enzyme, coupled fluorescence intensity; higher % means a stronger effect | inhibition, % at 20 µM, or IC50 in µM where a hit was titrated
# Insulin prom up cell count – second read-out of Insulin prom up, no call of its own (marks repeat the call); cell count; measured here: cytotoxicity, nuclei count;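 total cells summed across four imaged fields per well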
# Numbers without * were called inactive; . = not tested or not shown; & = joins results of further samples. Unless noted, no stated cut-off is given here; in the data, active means inhibition above about 50%; inactive means the rest. Only part of the results is shown; rates above refer to the full screens.
SMILES,RSV CPE inhibition,Salmonella PhoP GFP,CSM14.1 death rescue,TNAP activators,human PMI inhibition,West Nile antiviral,Insulin prom up,Insulin prom up cell count,SV40 large T antigen,PMI inhibition
CCC1(CCCC(=O)c2ccc(F)cc2)C(=O)NC(=S)NC1=O,1.1%,-4%,3.3%,1,6%,0.5%,-0.31,1480,-3%,10%
CCC(C)n1c(O)c(/C=N/Nc2nc3c(c(=O)n(C)c(=O)n3C)n2C)c(=O)[nH]c1=S (centres undefined),3.5%,-3%,.,.,.,-0.1%,-0.01,1083,22%,.
Cn1cc(C(=O)c2ccccc2)c2ccccc21,2.5%,0%,4.8%,1.2,-2%,-0.3%,0.4,1034,6%,-6%
CC(C)[C@H]1C(=O)O[C@H](C(C)C)C(=O)N(C)[C@@H](C(C)C)C(=O)O[C@H](C(C)C)C(=O)N(C)[C@@H](C(C)C)C(=O)O[C@H](C(C)C)C(=O)N1C,6.4%,-3%,3.5%,1,-1%,2.0%,-4.3,522,7%,-1%
CCN(CC)C(=O)c1ccc(NC(=O)Nc2ccccc2F)cc1,4.3%,1%,-3.8%,1.1,10%,-1.1%,-0.16,1219,18%,9%
O=[N+]([O-])/C(Cl)=C1\NCCN1Cc1ccc(Cl)nc1,0.8%,.,-0.6%,1.1,-7%,-0.6%,0.5,1457,.,-3%
CC(C)(C)C(=O)NC1CCSC1=O (centres undefined),-1.4%,3%,1.1%,1.1,4%,1.8%,0.03,1112,10%,2%
OC1/C(=C/c2ccccc2C(F)(F)F)N2CCC1CC2 (centres undefined),0.3%,3%,0.2%,1.1,-5%,-0.3%,-0.15,1538,5%,-4%
COc1ccc2c(c1)C13CCCC[C@@H]1C(C2)N(C)CC3 (some centres undefined),-1.6%,8%&5%,.,.,.,0.2%,-1.4,711,11%,.
CN1CCCN(C(=O)COc2cccc(C(F)(F)F)c2)CC1,-0.4%,-3%,.,.,.,-0.4%,.,.,28%,.
O=c1[nH]c(=O)n(Cc2ccco2)c(O)c1C=NCc1ccco1,1.1%,6%,-0.1%,1.1,-18%,0.7%,0.2,1043,33%,-7%
NNP(=O)(CC(=O)c1ccccc1)c1ccccc1 (centres undefined),0.5%,2%,.,.,.,0.3%,-0.01,1108,9%,.
O=c1c2ccccc2nc(-c2ccc(Cl)cc2Cl)n1-c1ccncc1,1.4%,25%,-0.5%,1,2%,-0.9%,-0.03,1529,-5%,0%
CC1CCN(CC(=O)c2ccccc2Cl)CC1,0.3%,1%,-2.1%,1,-55%,0.7%,0.17,1468,3%,-96%
O=C(OCC(=O)c1ccc([N+](=O)[O-])cc1)/C(=C/c1ccc(Cl)cc1)NC(=O)c1ccccc1,1.7%,11%,-2.1%,1.1,0%,1.4%,0.21,1267,25%,-4%
Cc1cc(/C=C2\C(=O)NC(=O)N(c3ccc(Cl)cc3)C2=O)c(C)n1-c1cccc(C(=O)O)c1,1.6%,11%,.,.,.,-0.7%,.,.,26%,.
COc1cccc(N2C(=O)NC(=O)C3(Cc4cc(C)ccc4N(C)C3)C2=O)c1 (centres undefined),0.3%,-28%,-0.2%,1,-37%,0.0%,0.95,1270,11%,-43%
NCCc1c[nH]c2ccc(OCc3ccccc3)cc12,0.8%,-1%,.,.,.,0.1%,-0.17,1074,15%,.
COc1ccc(OC)c(-n2c(O)c(/C=C3\C(C)=Nc4ccccc43)c(=O)[nH]c2=O)c1,2.1%,-2%,.,.,.,-0.3%,-0.79,966,21%,.
CN1C[C@H](CNC(=O)OCc2ccccc2)C[C@@H]2c3cccc4c3c(cn4C)C[C@H]21,12%,4%&-2%,-3.3%,1.1,19%,-0.2%,.,.,11%&15%,58%*
Cc1nc2ncnn2c(C)c1CCC(=O)N1CCC2(CC1)OCCO2,0.9%,-8%,-0.6%,1.1,8%,0.5%,1.1,1399,5%,10%
CCOc1cc2c(cc1OCC)-n1cccc1C(c1cc(C)c(OC)cc1C)NC2 (centres undefined),8.8%,10%,.,.,.,-1.8%,.,.,8%,.
Cn1nc(-c2ccc(OCC(=O)N3CCN(Cc4ccccc4)CC3)cc2)c2ccccc2c1=O,-0.5%&-0.1%,1%&-1%,1.1%,1.1&1,6%&-14%,-0.3%,.,.,8%&13%,-2%&-3%
O=C(c1n[nH]c(=O)c2ccccc12)N1CCC2(CC1)OCCO2,2.4%,-10%,-1.9%,1.1,-16%,0.0%,0.03,1228,6%,-13%
CCN1CCN(c2ccc([N+](=O)[O-])cc2C=C2C(=O)NC(=O)NC2=O)CC1,0.9%,4%,-0.2%,1,-30%,1.1%,-0.07,1310,4%,-39%
# Following part
SMILES,RSV CPE inhibition,Salmonella PhoP GFP,CSM14.1 death rescue,TNAP activators,human PMI inhibition,West Nile antiviral,Insulin prom up,Insulin prom up cell count,SV40 large T antigen,PMI inhibition
O=C1N(CN2CCOCC2)c2ccccc2C1(O)c1c[nH]c2ccccc12 (centres undefined),1.8%,16%,-2.3%,1,14%,-0.9%,0.16,1643,3%,13%
COC(=O)c1ccccc1N=Cc1c(O)[nH]c(=O)[nH]c1=O,1.2%,7%,.,.,.,1.3%,.,.,7%,.
CCC(C(=O)N1CCC2(CC1)OCCO2)c1ccccc1 (centres undefined),1.1%,1%,-2.7%,1,3%,0.6%,0.85,1114,-5%,2%
CCC(=O)N1N=C2C3CCN(CC3)C2C1c1ccc(C)cc1 (centres undefined),1.9%,12%,-2.3%,1,3%,-0.2%,0.7,1053,-8%,3%
O=C(CSC1c2ccccc2-c2ccccc21)N/N=C/c1ccccc1,-0.8%,-6%,-0.6%,1.1,7%,0.2%,-0.32,851,5%,6%
CC[C@H]1CC2CN3CCc4c([nH]c5cc(OC)ccc45)[C@](C(=O)OC)(C2)[C@H]13,0.1%,-1%,.,.,.,0.8%,.,.,24%,.
[N-]=[N+]=CC(=O)OC[C@H](N)C(=O)O,1.4%,4%,-3.4%,1.1,-7%,0.3%,.,.,9%,7%
CC(=O)C1=C(C)OC(N)=C(C(=O)OC(C)C)C12C(=O)Nc1ccccc12 (centres undefined),0.3%,9%,-1.1%,1.1,5%,0.5%,.,.,13%,3%
NCCc1nc2ccccc2s1,0.2%,-14%,-2.9%,1,1%,0.0%,-0.5,1327,5%,-6%
C[N+]12CCC(CC1)C(C(O)(c1cccc(Cl)c1)c1cccc(Cl)c1)C2 (centres undefined),-0.3%,-8%,.,.,.,-0.2%,-0.1,1073,20%,.
CNC(=S)N(C)CCc1cc2c(c(OC)c1C=C1C(=O)NC(=O)NC1=O)OCO2,3.4%,-14%,.,.,.,0.5%,-0.08,1271,15%,.
CN1CCN(C(=O)COc2ccc(C(C)(C)C)cc2Br)CC1,-0.4%,0%,-0.8%,1.1,9%,-0.1%,0.39,900,-3%,6%
O=C(NC1CCCCC1)Oc1cc2oc(=O)sc2cc1Cl,0.8%,12%,.,.,.,-0.1%,0.75,972,27%,.
CCC(=NCc1ccc2c(c1)OCO2)c1c(O)n(C2CCCCC2)c(=O)[nH]c1=O,7.1%,-13%,-0.8%,1.1,25%,1.6%,-1.9,1706,-4%,28%
COc1ccccc1C1CC2CCC(C1OC(C)=O)N2Cc1ccccc1 (centres undefined),-0.9%,4%,.,.,.,-1.6%,.,.,-3%,.
COc1ccccc1OCC#CCN1CCCC(C)C1 (centres undefined),-1.1%,6%,-2.4%,1,0%,0.3%,0.31,1456,5%,-1%
CC12CCC3C(CC=C4CC(O)CCC43C)C1C/C(=C\c1ccccc1F)C2=O (centres undefined),16%,-3%,-2.9%,1,5%,1.1%,-0.23,1506,5%,-1%
O=Cc1cn(CCCOc2ccccc2)c2ccccc12,7.3%,-8%,2.8%,1.1,13%,1.1%,0.17,1119,3%,20%
CN1CCN(c2ccc(S(C)(=O)=O)cc2[N+](=O)[O-])CC1,-0.1%,-20%,-1.3%,1.1,-7%,-0.5%,0.54,1242,7%,-13%
O=c1[nH]c(=S)n(-c2ccccc2F)c(O)c1C=NCCN1CCNCC1,0.7%,19%,.,.,.,-0.1%,.,.,1%,.
O=C(Cc1ccccc1)Oc1ccc(N2C(=O)CCC2=O)cc1,1.8%,-8%,1.7%,1,-5%,0.4%,0.25,902,10%,-2%
Cc1cccc(N2C(=O)NC(=O)/C(=C/c3ccc([N+](=O)[O-])o3)C2=O)c1,0.9%,-26%,-3.2%,1.2,3%,0.1%,1.1,1193,36%,20%
CN(C)CCN=Cc1c(O)n(-c2cccc(C(F)(F)F)c2)c(=O)[nH]c1=O,-1.7%,1%,0.5%,1,-6%,0.1%,0.36,804,9%,-10%
CP(=O)(O)CCCN,1.1%,15%,-1.6%,1.1,-7%,0.2%,.,.,-1%,0%
O=P(Nc1c(Cl)cccc1Cl)(c1ccccc1)c1nc2c(s1)CCCC2 (centres undefined),-0.3%,-4%,0.5%,1.1,0%,-0.1%,-0.43,1594,2%,-2%
# (more compounds)
SMILES,RSV CPE inhibition,Salmonella PhoP GFP,CSM14.1 death rescue,TNAP activators,human PMI inhibition,West Nile antiviral,Insulin prom up,Insulin prom up cell count,SV40 large T antigen,PMI inhibition
CN(C)c1cccc2c(C#N)ccc(N(C)C)c12,0.2%,10%,-0.8%,1,82%*,-0.2%,0.68,1352,21%,.
CCC(C)NC(=O)c1c(N)n(CCCOC)c2nc3ccccc3nc12 (centres undefined),15%,-1%,-2.7%,1.1,56%*,1.0%,.,.,-6%,.
CCCCc1nc(N2CCNCC2)c(C#N)c2c1CSC(C)(C)C2,1.4%,0%,-1.8%,0.9,4%,.,-0.85,1625,5%,5%
CSc1ncc(/C=C2/C(=O)NC(=O)N(c3ccc(C)cc3)C2=O)cn1,0.6%,-8%,2.1%,1.1,-12%,0.2%,-0.11,1628,4%,-22%
CCN(CC)c1nc2c(C)cccn2c(=O)c1C=C1C(=O)NC(=O)NC1=O,2.5%,-2%,-0.5%,1,-13%,10%,0.67,1271,10%,-9%
CCCCn1c(O)c(C(C)=Nc2ccc(C(=O)O)cc2)c(=O)[nH]c1=O,1.8%,-14%,-0.7%,0.9,-6%,-0.3%,0.22,1117,16%,-1%
CN(C)c1ccc([P+](=O)c2ccc(N(C)C)cc2)cc1,1.0%,-8%,-1.2%,1.1,11%,-0.3%,0.15,1294,1%,0%
Cc1ccc(/C=C2/C(=O)NC(=O)N(C)C2=O)cc1,-0.4%,-2%,5.0%,1.2,-9%,0.4%,0.02,1346,9%,-15%

# Whole records, quoted from the list. Values in the order: RSV CPE inhibition | Salmonella PhoP GFP | CSM14.1 death rescue | TNAP activators | human PMI inhibition | West Nile antiviral | Insulin prom up | Insulin prom up cell count | SV40 large T antigen | PMI inhibition
# `CN(C)c1cccc2c(C#N)ccc(N(C)C)c12` reads 0.2% | 10% | -0.8% | 1 | 82%* | -0.2% | 0.68 | 1352 | 21% | .
# `C[N+]12CCC(CC1)C(C(O)(c1cccc(Cl)c1)c1cccc(Cl)c1)C2` (centres undefined) reads -0.3% | -8% | . | . | . | -0.2% | -0.1 | 1073 | 20% | .
# `O=P(Nc1c(Cl)cccc1Cl)(c1ccccc1)c1nc2c(s1)CCCC2` (centres undefined) reads -0.3% | -4% | 0.5% | 1.1 | 0% | -0.1% | -0.43 | 1594 | 2% | -2%
# `CCN1CCN(c2ccc([N+](=O)[O-])cc2C=C2C(=O)NC(=O)NC2=O)CC1` reads 0.9% | 4% | -0.2% | 1 | -30% | 1.1% | -0.07 | 1310 | 4% | -39%
# `Cc1nc2ncnn2c(C)c1CCC(=O)N1CCC2(CC1)OCCO2` reads 0.9% | -8% | -0.6% | 1.1 | 8% | 0.5% | 1.1 | 1399 | 5% | 10%
